Pyk2 oligo antag – antagonists of Pyk2 self-association, primary screen, Q293 cells, FERM NanoBiT luminescence, HTS; Protein-tyrosine kinase 2-beta (Homo sapiens), Q14289; hits give low values; z-score (the deposit names both 25 µM and 10 µM); 99,000 tested, 0.83% active;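 active = Z-score of -3 or lower, scaled per plate to the spread of control and sample wells; inactive = z-score above -3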;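 also: negative z-score means lost luminescence so less FERM oligomerization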
MT1-MMP txn act – MT1-MMP promoter reporter activation – cell-based, luciferase luminescence, primary screen. HT1080 MT1-MMP promoter luciferase reporter, overnight; hits give high values. activation factor at 10 µM. 86,000 tested, 0.16% active;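 active = activation factor of at least 2 for MT1-MMP transcription at 10 µM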
PLAP activator – PLAP enzyme activators, biochemical, luminescence, HTS. purified PLAP enzyme, luminescent substrate read-out; hits give high values. 96,000 tested, 1.2% active. Alkaline phosphatase, placental type (Homo sapiens), P05187. activation fold at 20 µM; in the data active = activation fold above about 2
Target sequence (P05187 whole entry, looked up): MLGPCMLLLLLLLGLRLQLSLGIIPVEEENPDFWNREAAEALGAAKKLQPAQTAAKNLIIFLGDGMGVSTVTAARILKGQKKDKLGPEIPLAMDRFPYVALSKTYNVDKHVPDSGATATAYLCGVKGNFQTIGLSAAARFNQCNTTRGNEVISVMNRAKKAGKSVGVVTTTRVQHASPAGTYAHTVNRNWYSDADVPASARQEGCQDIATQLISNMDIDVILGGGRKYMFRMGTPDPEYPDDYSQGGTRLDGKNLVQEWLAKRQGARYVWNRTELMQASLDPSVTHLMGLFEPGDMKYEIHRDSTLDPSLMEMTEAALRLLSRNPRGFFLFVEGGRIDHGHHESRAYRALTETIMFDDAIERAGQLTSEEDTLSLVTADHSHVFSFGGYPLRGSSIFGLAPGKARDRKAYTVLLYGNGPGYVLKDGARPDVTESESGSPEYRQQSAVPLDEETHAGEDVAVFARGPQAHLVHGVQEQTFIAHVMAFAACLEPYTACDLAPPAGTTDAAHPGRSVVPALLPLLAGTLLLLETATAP
CD11b adhes enh – enhancers of CD11b/CD18 adhesion to fibrinogen, primary screen, K562 cells, luminescence; Integrin beta-2 (Homo sapiens) + Integrin alpha-M (Homo sapiens), P05107+P11215; ATPlite luminescence; activation, % at 10 µM; 93,000 tested, 0.07% active;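 active = 10 µM primary screen giving 50% or more activity, confirmed by 40% or more on retest at that dose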; also: strong numbers were not always called active; reference of the scale not given here
CYP2C9 activ – human CYP2C9 activators, primary screen, biochemical, luminescence. Cytochrome P450 2C9 (Homo sapiens), P11712. recombinant CYP2C9, luciferin-H conversion; hits give high values; factor 1 = untreated enzyme, 0 = blocked. activation factor at 5 µM. 96,000 tested, 1.4% active;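 active = activation factor of 2 or more for CYP2C9 at a 5 µM dose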;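 also: 0 = sulfaphenazole-blocked wells and 1 = vehicle-only wells; values of inactives mirror those of a sister screen read the other way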
Target sequence (P11712 whole entry, looked up): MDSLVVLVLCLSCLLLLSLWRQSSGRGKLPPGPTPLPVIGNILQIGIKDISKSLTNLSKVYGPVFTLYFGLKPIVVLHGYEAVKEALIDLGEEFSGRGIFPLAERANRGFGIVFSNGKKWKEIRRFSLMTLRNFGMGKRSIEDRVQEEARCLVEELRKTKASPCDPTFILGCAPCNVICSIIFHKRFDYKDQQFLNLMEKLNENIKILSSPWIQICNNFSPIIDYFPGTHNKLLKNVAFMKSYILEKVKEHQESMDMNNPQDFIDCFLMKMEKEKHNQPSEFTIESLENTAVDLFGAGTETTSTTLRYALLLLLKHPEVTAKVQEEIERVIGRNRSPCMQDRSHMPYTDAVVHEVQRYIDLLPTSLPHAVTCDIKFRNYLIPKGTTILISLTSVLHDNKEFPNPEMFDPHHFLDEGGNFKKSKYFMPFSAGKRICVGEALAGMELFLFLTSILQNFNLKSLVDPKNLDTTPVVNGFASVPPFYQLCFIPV
CYP2C19 inh – blockers of cytochrome P450 2C19 activity – biochemical, luminescence, ADME assay, primary screen | P33261 | CYP2C19 Supersomes, luciferin-H EGE luminescence, 30 min | inhibition, % at 5 µM | 96,000 tested, 21% active;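 active = CYP2C19 inhibition above a set limit at 5 µM in the primary screen, cut at about 50% in these data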;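 also: plate controls were negative control wells for no effect and 2.5 mM tranylcypromine positive control for full effect; values of inactives mirror those of a sister screen read the other way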
CD11b adhes inh – inhibitors of CD11b/CD18 adhesion to fibrinogen, primary screen, K562 cells, luminescence; inhibition, % at 10 µM; Integrin beta-2 (Homo sapiens) + Integrin alpha-M (Homo sapiens), P05107+P11215; 93,000 tested, 0.54% active; ATPlite luminescence; Mn2+ added to activate the integrin; AID 1497, 2009;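 active = primary inhibition of 50% or more at 10 µM, then 40% or more on retest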; also: some results filed as inactive read as strong as hits
CYP2C9 inh – blockers of cytochrome P450 2C9 activity – biochemical, luminescence, ADME assay, primary screen; P11712; CYP2C9 Supersomes, luciferin-H conversion; inhibition, % at 5 µM; 96,000 tested, 20% active; AID 777, 2007;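 active = blocking of liver enzyme CYP2C9 beyond about 50% at 5 µM, limit read from the data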; also: values of inactives mirror those of a sister screen read the other way
CYP2C19 act – human CYP2C19 activators, primary screen, biochemical, luminescence | recombinant CYP2C19, luciferin-H EGE luminescence; hits give high values; 0 = fully inhibited enzyme, 1 = untreated enzyme | 96,000 tested, under 10 active | AID 1025, 2008 | activation factor at 5 µM;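 active = activation factor of at least 2 at 5 µM in the primary screen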;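 also: 0 = wells with 2.5 mM tranylcypromine and 1 = vehicle-only wells; values of inactives mirror those of a sister screen read the other way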
* hit, by the source's call; x = no result given.

SMILES	Pyk2 oligo antag	MT1-MMP txn act	PLAP activator	CD11b adhes enh	CYP2C9 activ	CYP2C19 inh	CD11b adhes inh	CYP2C9 inh	CYP2C19 act
Cc1ccc(-c2cc(-c3ccc4c(c3)OCO4)c(C#N)c(N)n2)o1	-0.98	1.1	0.9	-2.0	0.6	18.0	-2.3	35.3	0.8
CC(=O)OC(C(=O)NC1CCCCC1)c1ccc(C)cc1 (centres undefined)	0.19	1	1.1	6.8	1.6	0.6	7.6	-62.0	1
COc1ccc(NC(NC(=O)c2ccc(OC)cc2)C(Cl)(Cl)Cl)cc1 (centres undefined)	-1.18	x	1.1	x	0.2	66.3*	x	84.2*	0.3
O=C(Oc1ccc(-c2nnco2)cc1)N(c1ccccc1)c1ccccc1	-1.21	1.2	1.4	0.1	0.6	69.2*	-37.1	39.0	0.3
Cc1nn(-c2ccccc2)c(Cl)c1C1C(C#N)=C(N)Oc2n[nH]c(C)c21 (centres undefined)	0.51	1.1	1.2	3.0	0.2	83.1*	-0.1	77.6*	0.2
Cc1[nH]c(=O)[nH]c(=O)c1NS(=O)(=O)c1ccc2c(c1)CCCC2	-0.21	1.1	0.7	2.4	1.1	0.1	-20.2	-11.3	1
O=C(c1ccccc1NS(=O)(=O)c1cccs1)N1CCCC1	-0.9	1	1	-2.0	0.9	7.8	-7.4	8.8	0.9
COc1ccc(-c2nnc(SCC(=O)NC(=O)NCc3ccco3)o2)cc1	1.79	1.1	0.9	5.1	1.2	52.5*	-34.7	-18.2	0.5
CCCCCOc1ccc(C(=O)NC(C(=O)O)C(C)C)cc1 (centres undefined)	2.65	1.2	1.2	-2.5	1	-3.4	5.5	-0.3	1
CCc1c(C)c2ccc(OCC(N)=O)cc2oc1=O	1.16	1.1	1	1.2	0.6	-7.0	11.4	38.1	1.1
CCOC(=O)c1cccc(NC(=O)CN(c2ccc(C)cc2)S(=O)(=O)c2c(C)noc2C)c1	-2.16	1.1	0.9	5.3	0.3	17.3	10.2	65.9*	0.8
Nc1ccccc1S(=O)(=O)c1ccccc1N	-0.08	1.1	0.8	x	1.5	43.4	x	-52.9	0.6

Sorted by SMILES length (highest first): some entries from above
SMILES	Pyk2 oligo antag	MT1-MMP txn act	PLAP activator	CD11b adhes enh	CYP2C9 activ	CYP2C19 inh	CD11b adhes inh	CYP2C9 inh	CYP2C19 act
CCOC(=O)c1cccc(NC(=O)CN(c2ccc(C)cc2)S(=O)(=O)c2c(C)noc2C)c1	-2.16	1.1	0.9	5.3	0.3	17.3	10.2	65.9*	0.8
Cc1nn(-c2ccccc2)c(Cl)c1C1C(C#N)=C(N)Oc2n[nH]c(C)c21 (centres undefined)	0.51	1.1	1.2	3.0	0.2	83.1*	-0.1	77.6*	0.2
Cc1[nH]c(=O)[nH]c(=O)c1NS(=O)(=O)c1ccc2c(c1)CCCC2	-0.21	1.1	0.7	2.4	1.1	0.1	-20.2	-11.3	1
CCCCCOc1ccc(C(=O)NC(C(=O)O)C(C)C)cc1 (centres undefined)	2.65	1.2	1.2	-2.5	1	-3.4	5.5	-0.3	1
CCc1c(C)c2ccc(OCC(N)=O)cc2oc1=O	1.16	1.1	1	1.2	0.6	-7.0	11.4	38.1	1.1

Following part
SMILES	Pyk2 oligo antag	MT1-MMP txn act	PLAP activator	CD11b adhes enh	CYP2C9 activ	CYP2C19 inh	CD11b adhes inh	CYP2C9 inh	CYP2C19 act
COc1cccc(C2=Nn3c(nnc3-c3ccccc3O)SC2)c1	-0.32	1	1.4	35.0	0.3	42.7	-16.3	69.1*	0.6
Cc1ccccc1C(=O)NCc1nnc(SCC(=O)N2CCN(c3ccccc3)CC2)n1C	2.63	1.1	1.3	-5.7	1	12.5	-7.9	1.0	0.9
c1ccc(N2CCN(c3nc4ccccc4n4nnnc34)CC2)cc1	-0.96	1.5	1	1.6	1	41.9	-17.4	-1.3	0.6
N#Cc1c(SCC(=O)Nc2nccs2)nc2c(c1-c1ccco1)CCCC2	-0.51	1.1	0.9	28.0	0.3	46.2	-7.4	69.6*	0.5
CN(C)C(CNC(=O)c1cccs1)c1cccnc1 (centres undefined)	x	1.1	1.1	-2.5	1.2	-17.6	-8.7	-16.6	1.2
Nc1nonc1-c1noc(-c2ccc(Br)o2)n1	-1.1	1.1	0.8	x	1	47.6	x	2.6	0.5
COCCNc1cc(C)c(C#N)c2nc3ccccc3n12	0.83	1	1.3	-1.5	0.6	18.3	14.2	44.1	0.8
O=C(NCCCn1ccnc1)c1ccccc1NS(=O)(=O)c1ccc(F)c(F)c1	-0.26	x	1.4	1.8	0	99.2*	-6.6	99.5*	0
CCN(CC)CCCNc1cc2n(c(=O)n1)CCc1cc(OC)c(OC)cc1-2	0.34	1.1	1.5	0.9	0.8	12.1	8.5	23.4	0.9
Cc1ccc2c(c1)[C@@H]1CN(C)CC[C@@H]1N2S(=O)(=O)c1ccc(F)cc1	-1.32	1.1	1.3	x	1	-3.5	x	-2.2	1
Cc1ccc(C2C(C#N)=C(N)SC(N)=C2C#N)cc1	0.9	1.1	1.2	-4.6	0.5	23.9	4.8	48.0	0.8
CN1CCN(C(=O)c2ccc(COc3ccc(C(C)(C)C)cc3)o2)CC1	0.31	1.7	1.5	x	1	19.0	x	1.7	0.8
COc1cccc(C2C(C#N)=C(N)OC3=C2C(=O)CC(c2ccco2)C3)c1OCc1ccc(F)cc1 (centres undefined)	0.45	1	1.1	x	0.1	79.5*	x	89.3*	0.2
Cc1oc(-c2cccs2)nc1CSCC(=O)NC1CC1	-0.1	1	0.9	-4.0	1	6.8	7.1	4.9	0.9
CCC1CCCCN1c1nc(-c2cccc(OC)c2O)nc2ccccc12 (centres undefined)	-0.95	1.2	1.7	-0.5	0.2	24.7	27.9	82.6*	0.8
CC1=CC(C)(C)N2C(=O)C3(N=C(N)NC(Nc4ccccc4)=N3)c3cc(C)cc1c32 (centres undefined)	-0.01	1.1	2.1*	4.6	0.9	4.9	-52.4	8.5	1
O=C(CSc1ncnc2c1oc1ccccc12)Nc1cccc(Cl)c1	-1.47	1.3	0.9	1.4	0.4	32.0	-4.4	59.9*	0.7
C=CCC(NCc1ccccc1)c1ccco1 (centres undefined)	0.31	1	1.1	1.3	1.1	-0.9	-6.1	-12.9	1
CCSC1=C(C#N)C(c2ccccc2C)CC(=O)N1 (centres undefined)	-0.66	1.2	0.9	-3.9	0.9	21.5	-10.0	7.7	0.8
CCN(CC)S(=O)(=O)c1cccc(C(=O)Nc2sc3c(c2C(N)=O)CCCC3)c1	0.03	1.1	1.1	x	1.1	-7.6	x	-9.8	1.1
Cc1cc(Br)cc(C)c1NC(=S)NC(=O)CC(C)C	-1.41	x	0.8	3.6	1	-4.2	-5.8	2.3	1
CC(=O)c1cc(Cl)ccc1OC(=O)c1ccco1	0.44	1.1	1.1	-2.8	1	-6.0	5.8	4.0	1.1
Cc1ccc(O)c(C(=O)c2coc(=N)c(C(=O)NC(C)C)c2)c1	-0.68	x	1.2	0.2	1.1	33.2	17.1	-7.1	0.7
O=C1Nc2ccccc2/C1=N\N=C\C1=C(N2CCOCC2)C(=C\c2ccccc2)/CC1	0.51	x	1.1	x	0.8	25.0	x	24.3	0.8
O=c1cc(O)nc(SCc2ccc(Cl)cc2)[nH]1	-0.26	1.2	1.2	1.2	0.8	5.5	-16.4	19.4	0.9
O=C(OC1CCOC1=O)c1ccc2ccccc2n1 (centres undefined)	-0.33	1	1.3	-0.4	1.1	-2.4	-3.9	-6.5	1
CCCCNCc1cc(Cl)c(OCCC)c(OCC)c1	-0.65	1.1	1.8	2.5	0.6	68.0*	6.3	35.1	0.3
Cn1c(NCCCO)nc2c(c1=O)C1(CCCCC1)Cc1ccccc1-2	-0.8	1.3	1.5	0.5	0.2	77.5*	-9.5	82.9*	0.2
O=C(Cc1ccccc1)N/N=C/c1ccc(OCC(=O)Nc2ccccc2)cc1	-1.32	x	0.9	4.0	0.9	-5.6	-5.1	9.1	1.1
CCOC(=O)c1[nH]c(C)c(C(=O)NCc2ccc(C)cc2)c1C	x	1.1	1	15.9	0.7	18.9	0.8	27.5	0.8
CCOC(=O)c1c(C)[nH]c(N=Nc2ccccc2C)c1C	-1	1.8	0.9	2.4	0	83.4*	-1.1	95.3*	0.2
O=C(c1ccco1)N1CCN(S(=O)(=O)c2ccc(C3CCCCC3)cc2)CC1	-1.27	1	1.1	-1.1	1.1	-0.1	-0.1	-7.4	1
Cc1ccc(NC(=S)N/N=C2/CCCc3c(C)cc(C)cc32)cc1	-1.08	x	0.9	5.1	0.4	-4.5	0.9	59.7*	1
COc1ccc(C(=O)c2c(C)oc3cc([N+](=O)[O-])c(O)c([N+](=O)[O-])c23)cc1	0.83	x	0.9	-3.3	0.2	6.5	-26.3	79.8*	0.9
Cc1ccc(-c2noc(CN(C(=O)c3cccc(Br)c3)C(C)C)n2)cc1	x	0.9	1.5	10.4	0.1	81.5*	8.5	86.6*	0.2
CC(=O)c1cc(OC(=O)N2CCOCC2)ccc1OC(=O)N1CCOCC1	0.17	1.1	1.4	0.4	1	1.0	21.3	-0.4	1
COc1ccc(-c2cc3nc(C)cc(NCCO)n3n2)cc1	-0.68	1.2	1	5.6	0.8	-2.0	-6.4	19.1	1
C=C(Cl)COC(=O)[C@H]1C2C=CC(C2)C1C(=O)O (some centres undefined)	0.34	1.1	1.1	1.9	0.9	-3.4	-39.8	12.6	1
Cc1csc(NC(=O)CN(C)S(=O)(=O)c2cccc3cccnc23)n1	x	1.4	1.1	2.7	0.2	90.6*	-14.8	84.2*	0.1
NC(=O)c1ccc(C(F)(F)F)n(Cc2cccc(Cl)c2)c1=O	-0.36	x	1	0.5	0.7	55.6*	-7.7	25.1	0.4
N#C/C(=C\c1ccc(N2CCOCC2)o1)c1ccccc1	-0.5	x	1.2	-4.3	0.7	14.4	10.9	25.3	0.9
Nc1nc(COc2ccc3ccccc3c2)cs1	-2.97	1	1	1.4	1.1	15.7	11.7	-5.7	0.8
CCCc1cc(C(=O)NC2CCCCC2)no1	x	1.4	1.1	5.0	1.3	40.2	-19.9	-28.9	0.6
CCc1c(O)nc(SCc2ccccc2)n(C(C)CC)c1=O (centres undefined)	0.28	1.3	0.9	0.6	0.5	13.0	12.6	46.3	0.9
CCOC(=O)c1c(C)n(C)c2ccc(OC)c(NC(=O)CN3CCSCC3)c12	-0.12	1.1	1.6	0.4	0.6	10.2	-20.4	37.8	0.9
CC(=O)Nc1ccc(OCC(O)CN2CCN(c3cc(Cl)ccc3C)CC2)cc1 (centres undefined)	-0.45	1.2	1.8	-1.1	0.4	83.7*	-8.0	60.8*	0.2
COC(=O)c1sc2ccccc2c1N	x	1.1	1.1	-5.9	1	14.1	16.6	4.6	0.9
N#Cc1c(-c2ccco2)nc(SCC(=O)Nc2cccc(Cl)c2)[nH]c1=O	0.49	1.2	1.3	-2.2	0	60.5*	7.2	99.0*	0.4
O=C(COc1ccc(Cl)cc1Cl)NCCSc1ccc(Cl)cc1	0.74	1	0.9	-3.1	1	-7.7	-6.6	0.3	1.1
N#Cc1nc(-c2ccco2)oc1N1CCC(Cc2ccccc2)CC1	1.25	1.3	1.2	0.2	0.1	81.8*	46.6	91.0*	0.2
O=C(c1ccco1)N1CCN(C(=O)C(Sc2ccccc2)c2ccccc2)CC1 (centres undefined)	-0.27	1.2	1.9	2.4	0.2	78.2*	7.5	83.4*	0.2
COc1ccc(Cc2nnc(SCC(=O)NCc3ccco3)o2)cc1	0.47	1.1	1.2	-5.2	0.6	41.5	14.1	41.5	0.6
N#C/C(=N\Nc1ccccc1)C(=N)N1CCCCC1	-0.58	1.4	0.6	-3.8	1	21.9	-5.6	0.9	0.8
